SNCA viab count: GF-AFC viability counterscreen for inhibitors of alpha-synuclein gene (SNCA) expression. HEK-293-SNCA-luc viability, GF-AFC fluorescence, 24 h. Potency, µM (highest dose often 57.1 µM), inactives show top-dose activity change, negative = cytotoxicity, hits mostly cytotoxic. 150,000 compounds, 0.12% hits;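 note: potency is the fitted concentration of half-maximal effect; 0% = DMSO-treated cells and -100% = medium-only wells without cells; nearly all actives have a fitted effect of over 30% in size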
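HEK-293-SNCA-luc cells (1500/well) plated 24 h, then exposed 24 h to a dilution series; GF-AFC added 30 min at 37C, fluorescence 405/540 nm; normalised to medium-only and DMSO wells, Hill fit.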
Luciferase inh: Firefly luciferase inhibition profiling of diverse chemical library using quantitative high-throughput screening; AID 1347043, 2019; Potency, µM (titrated, usually from 115 µM), for the others: at the top dose activity change, negative = inhibition, most hits filed as inhibitors; purified P. pyralis luciferase, luminescence, biochemical; 76,000 compounds, 2.5% hits; Luciferin 4-monooxygenase (Photinus pyralis), P08659; note: potency is the fitted concentration of half-maximal effect; nearly all actives have a fitted effect of over 65% in size
Target sequence (P08659 whole entry, looked up): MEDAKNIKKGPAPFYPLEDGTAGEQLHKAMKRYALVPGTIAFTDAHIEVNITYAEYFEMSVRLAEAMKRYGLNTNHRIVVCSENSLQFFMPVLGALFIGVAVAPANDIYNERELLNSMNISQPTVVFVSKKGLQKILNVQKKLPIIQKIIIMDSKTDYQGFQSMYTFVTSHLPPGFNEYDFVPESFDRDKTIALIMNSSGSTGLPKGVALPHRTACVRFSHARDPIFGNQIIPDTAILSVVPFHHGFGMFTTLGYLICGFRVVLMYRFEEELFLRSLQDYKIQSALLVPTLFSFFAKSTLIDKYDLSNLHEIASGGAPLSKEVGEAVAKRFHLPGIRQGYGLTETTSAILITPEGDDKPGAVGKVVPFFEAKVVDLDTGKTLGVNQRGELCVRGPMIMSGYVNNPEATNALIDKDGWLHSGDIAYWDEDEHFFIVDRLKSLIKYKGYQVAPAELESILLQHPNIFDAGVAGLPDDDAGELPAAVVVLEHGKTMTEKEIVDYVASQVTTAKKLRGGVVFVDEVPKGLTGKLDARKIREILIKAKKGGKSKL
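Purified 10nM P. pyralis luciferase with 10uM D-luciferin and 10uM ATP in 50mM Tris acetate pH 7.5, 10mM Mg acetate, 0.01% Tween-20, 0.05% BSA. qHTS titration; luminescence read by CCD imager.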
GPT2 inh: Primary qHTS assay for inhibitors of Glutamate pyruvate transaminase 2 (GPT2). AID 1671188, 2021. Alanine aminotransferase 2 (Homo sapiens), Q8TD30. Recombinant GPT2, coupled pyruvate oxidase/HRP Amplex Red fluorescence. Potency, µM (doses to about 57.7 µM), for inactives: at the highest dose activity change, negative = inhibition, usual class: inhibitors. 100,000 compounds, 0.25% hits; note: potency is the fitted concentration of half-maximal effect; nearly all actives have a fitted effect of over 60% in size; many of its hits are not listed in these tables
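Inhibition is scored from Amplex Red fluorescence generated when pyruvate oxidase and HRP act on pyruvate released by GPT2. Reactions contain 10ng/uL enzyme, 250uM a-KG and 2mM L-alanine and run 30 min at room temperature.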
HEK293 tox: Cytotoxic Profiling in HEK 293 Cell Line of Diverse Libraries Using Quantitative High-Throughput Screening; HEK 293 viability, ATP luminescence (CellTiter-Glo), 48-72 h; Potency, µM (titrated, usually from 115 µM), inactives show at the highest dose activity change, negative = cytotoxicity, actives largely listed as inhibitors; AID 1345083, 2018; 94,000 compounds, 6.6% hits; note: potency is the fitted concentration of half-maximal effect; nearly all actives have a fitted effect of over 60% in size
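HEK 293 cells at 250 cells/well were exposed to compounds by pintool transfer for 48 or 72 hr at 37 degree Celsius, 5% CO2. Viability was read as ATP-coupled luminescence with CellTiter-Glo after 10 min at room temperature.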
IP6K1 inh: Primary qHTS assay for small molecule inhibitors of Inositol hexaphosphate kinase 1 (IP6K1). Inositol hexakisphosphate kinase 1 (Homo sapiens), Q92551. IP6K1 kinase, ADP-Glo luminescence, 2 h; hits give low values. activity change, % (series mostly up to about 58 µM). 140,000 compounds, 0.81% hits. AID 1645851, 2021; in the data active = activity change below about -25%
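ADP-Glo luminescence measures ADP made by human IP6K1 during a 2 h RT reaction with ATP/IP6 (mix at 1.3 mM/130 uM); top library doses 57.5 and 19.1 uM final.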
NIH3T3 tox: Cytotoxic Profiling in NIH 3T3 Cell Line of Diverse Libraries Using Quantitative High-Throughput Screening; Potency, µM (highest dose often 96.7 µM), for the others: at the top dose activity change, negative = cytotoxicity, hits mostly inhibitors; NIH 3T3 viability, CellTiter-Glo ATP luminescence, 48-72 h; 94,000 compounds, 4.3% hits; note: potency is the fitted concentration of half-maximal effect; nearly all actives have a fitted effect of over 55% in size
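Cytotoxicity was measured by CellTiter-Glo ATP luminescence after 48 or 72 h compound exposure at 37 °C. Mouse NIH 3T3 fibroblasts were seeded at 400 cells/well and dosed by 23 nL pin transfer.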
SNCA expr inhib: Primary qHTS assay for inhibitors of alpha-synuclein gene (SNCA) expression. HEK-293 SNCA-luciferase knock-in, luminescence, 24 h. Potency, µM (top dose mostly 57.2 µM), inactives show at the top dose activity change, negative = inhibition, usual class: inhibitors. 140,000 compounds, 0.17% hits;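 note: potency is the fitted concentration of half-maximal effect; plate controls were DMSO cells for no effect and cell-free wells for full effect; nearly all actives have a fitted effect of over 45% in size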
Numbers without * were called inactive; i = inactive; ? = inconclusive; · = not tested or not shown; [ ] = remark or other dose. Unless noted, calls come from the whole dose curve; as a rule, active = well fitted curve in the direction sought with a large enough effect; inconclusive = small, poorly fitted or top-dose-only effect, or another doubt; inactive = no such curve, though single readings can be large; an effect the other way counts as inactive or inconclusive. Unless noted, % is set by controls: 0 for no effect and ±100 for the full control effect. The list is partial. The share of hits here may be higher or lower than overall.

SMILES	SNCA viab count	Luciferase inh	GPT2 inh	HEK293 tox	IP6K1 inh	NIH3T3 tox	SNCA expr inhib
O=C(Cc1c[nH]c2ncc(-c3cccnc3)cc12)N1CCN(Cc2ccccc2)CC1	-6%[87.6 µM]	?	3%[88.5 µM]	?	-16	?	-6%[87.6 µM]
CCCS(=O)(=O)NC[C@H]1C[C@@H]2CCN1C[C@@H]2c1cc(C2CCCCC2)nn1C	2%[87.6 µM]	10%[172 µM]	-9%[88.5 µM]	?	3	-24%[174 µM]	-1%[87.6 µM]
CCOC(=O)[C@H]1CN(C(=O)/C=C/c2ccccc2)[C@]2(C)C(=O)N(CCOC(C)=O)c3ccccc3[C@H]12	6%[23.9 µM]	·	-18%[27.3 µM]	-27%[57.5 µM]	0	?	-9%[25.6 µM]
CC(C)(CC(=O)O)CC(=O)N1C[C@@H]2C[C@H](C1)c1c(-c3cccs3)ccc(=O)n1C2	4%[87.6 µM]	12%[172 µM]	-49%[88.5 µM]	1%[172 µM]	0	4%[174 µM]	-18%[87.6 µM]
O=C(Nc1ccccc1)C1=NO[C@@H]2CN(Cc3ccccn3)C[C@H]12	6%[87.6 µM]	?	2%[88.5 µM]	?	4	-21%[138 µM]	76%[activator][87.6 µM]
C/C=C(\C)C(=O)OC1CC2C(CC=C3CC(OC4CC(OC)C(OC5CC(OC)C(OC6CC(OC)C(OC7CC(OC)C(O)C(C)O7)C(C)O6)C(C)O5)C(C)O4)CCC32C)C2(O)CCC(C(C)=O)C12C (stereo not drawn)	11%[12.5 µM]	·	i	·	8	·	·
O=c1c2ccccc2nc(/C=C/c2cccc3ccccc23)n1-c1ccccc1Cl	?	·	·	·	2	·	?
Cc1ncc2c(n1)C[C@@H]1CC[C@H]2N1C(=O)NC(C)C	?	0%	-16%	i	10	-30%	-9%
O=C(NC1CCCCC1)[C@H]1CN2CC[C@H]1C[C@@H]2Cn1cc(CCO)nn1	-5%[87.6 µM]	-6%[172 µM]	1%[88.5 µM]	i	15	5%[174 µM]	-19%[87.6 µM]
Cc1nc(-c2ccco2)cc([C@H]2CN3CC[C@H]2C[C@@H]3CNC(=O)Nc2ccccc2)n1	-19%[87.6 µM]	-1%[172 µM]	-11%[88.5 µM]	89µM*	-8	?	?

9 entries from above in another layout:
| Molecule | SNCA viab count | Luciferase inh | GPT2 inh | HEK293 tox | IP6K1 inh | NIH3T3 tox | SNCA expr inhib |
| --- | --- | --- | --- | --- | --- | --- | --- |
| O=C(Cc1c[nH]c2ncc(-c3cccnc3)cc12)N1CCN(Cc2ccccc2)CC1 | -6%[87.6 µM] | ? | 3%[88.5 µM] | ? | -16 | ? | -6%[87.6 µM] |
| CCCS(=O)(=O)NC[C@H]1C[C@@H]2CCN1C[C@@H]2c1cc(C2CCCCC2)nn1C | 2%[87.6 µM] | 10%[172 µM] | -9%[88.5 µM] | ? | 3 | -24%[174 µM] | -1%[87.6 µM] |
| CCOC(=O)[C@H]1CN(C(=O)/C=C/c2ccccc2)[C@]2(C)C(=O)N(CCOC(C)=O)c3ccccc3[C@H]12 | 6%[23.9 µM] | · | -18%[27.3 µM] | -27%[57.5 µM] | 0 | ? | -9%[25.6 µM] |
| CC(C)(CC(=O)O)CC(=O)N1C[C@@H]2C[C@H](C1)c1c(-c3cccs3)ccc(=O)n1C2 | 4%[87.6 µM] | 12%[172 µM] | -49%[88.5 µM] | 1%[172 µM] | 0 | 4%[174 µM] | -18%[87.6 µM] |
| O=C(Nc1ccccc1)C1=NO[C@@H]2CN(Cc3ccccn3)C[C@H]12 | 6%[87.6 µM] | ? | 2%[88.5 µM] | ? | 4 | -21%[138 µM] | 76%[activator][87.6 µM] |
| C/C=C(\C)C(=O)OC1CC2C(CC=C3CC(OC4CC(OC)C(OC5CC(OC)C(OC6CC(OC)C(OC7CC(OC)C(O)C(C)O7)C(C)O6)C(C)O5)C(C)O4)CCC32C)C2(O)CCC(C(C)=O)C12C (stereo not drawn) | 11%[12.5 µM] | · | i | · | 8 | · | · |
| O=c1c2ccccc2nc(/C=C/c2cccc3ccccc23)n1-c1ccccc1Cl | ? | · | · | · | 2 | · | ? |
| Cc1ncc2c(n1)C[C@@H]1CC[C@H]2N1C(=O)NC(C)C | ? | 0% | -16% | i | 10 | -30% | -9% |
| O=C(NC1CCCCC1)[C@H]1CN2CC[C@H]1C[C@@H]2Cn1cc(CCO)nn1 | -5%[87.6 µM] | -6%[172 µM] | 1%[88.5 µM] | i | 15 | 5%[174 µM] | -19%[87.6 µM] |

Following part.
SMILES	SNCA viab count	Luciferase inh	GPT2 inh	HEK293 tox	IP6K1 inh	NIH3T3 tox	SNCA expr inhib
CN1Cc2ccccc2NC(=O)C12CCNC2 (stereo not drawn)	-5%[87.6 µM]	·	i	4%[172 µM]	-11	i	23%[87.6 µM]
O=C1CO[C@H]2CN(Cc3ncc[nH]3)C[C@H]2N1Cc1cccnc1	4%[87.6 µM]	-1%[172 µM]	i	-1%[172 µM]	-4	2%[174 µM]	-23%[87.6 µM]
Cn1nc(-c2ccc3ccccc3c2)cc1[C@H]1CN2CC[C@H]1C[C@@H]2CNC(=O)NCc1ccccc1	?	-16%	?	?	-10	18µM*	?
CCOC(=O)[C@H]1CN(C(=O)N2CCOCC2)[C@]2(C)C(=O)N(CC(=O)N(C)C)c3ccccc3[C@H]12	?	·	i	?	-6	-22%[46.1 µM]	6%[25.6 µM]
CC1=NOC2(CCN(Cc3c[nH]c4ccccc34)CC2)C1	2%[87.6 µM]	·	2%[88.5 µM]	5%[172 µM]	-10	i	-3%[87.6 µM]
Cc1ccc(CN2C[C@@H]3C(=O)N(C)C(=O)[C@@H]3C2)o1	11%	5%	i	4%	-8	i	1%
O=C(NC[C@H]1C[C@@H]2CCN1C[C@@H]2CN1C[C@@H]2C[C@H](C1)c1cccc(=O)n1C2)c1ccc2c(c1)OCO2	2%	-6%	i	-13%	-5	3%	9%
COCCNC(=O)[C@H]1CN2CC[C@H]1C[C@@H]2Cn1cc(CN(C)C)nn1	6%[87.6 µM]	-6%[172 µM]	2%[88.5 µM]	1%[172 µM]	6	-10%[174 µM]	0%[87.6 µM]
Cc1ccc(NC(=O)N(Cc2ccc3c(c2)OCO3)C2CCN(Cc3ccccc3)CC2)cc1C	0%	·	·	·	-13	·	-4%
CN(C(=O)Cc1ccc(Cl)c(Cl)c1)C(CN1CCCC1)c1cccc(OCC(=O)O)c1 (stereo not drawn)	1%	·	-12%	·	·	·	-6%
CCC(CC)c1cc([C@H]2CN3CC[C@H]2C[C@@H]3CNC(=O)Nc2ccc(OC)cc2)nc(-c2ccncc2)n1	-19%	1%	i	32µM*	10	?	-17%
Cc1ccc(-n2c(/C=C/c3cc(Br)cs3)nc3ccccc3c2=O)cc1	-9%	·	·	·	-18	·	-2%
O=C(Cc1ccc(F)cc1)N1CCN(CCCn2nc3n(c2=O)CCCC3)CC1	·	·	·	3%	4	-17%	·
O=C(COc1cc(Cl)ccc1Cl)Nc1ccc(Cl)cc1C(=O)c1ccccc1	-1%	·	·	·	35	·	-8%
CC(C)NC(=O)NC[C@H]1C[C@@H]2CCN1C[C@@H]2CN1CCN(C)CC1	6%[87.6 µM]	-8%[172 µM]	-13%[88.5 µM]	-12%[172 µM]	-4	-13%[174 µM]	-5%[87.6 µM]
Cc1ccccc1CN1C(=O)C(C)N=C(c2ccccc2)c2ccccc21 (stereo not drawn)	-15%	·	·	·	-7	·	?
CC(=O)N1CCC(C(=O)N2CCC3(CC2)c2nccn2-c2ccccc2CN3C)CC1	6%	16%	i	2%	4	?	-21%
COc1ccccc1-c1cc([C@H]2CN3CC[C@H]2C[C@@H]3COC(=O)Nc2cccc(C(C)=O)c2)nc(C)n1	0%	-17%	4%	89µM*	29	?	23%

Fetched by structure from above, 2 records:
SMILES	SNCA viab count	Luciferase inh	GPT2 inh	HEK293 tox	IP6K1 inh	NIH3T3 tox	SNCA expr inhib
Cc1ccccc1CN1C(=O)C(C)N=C(c2ccccc2)c2ccccc21 (stereo not drawn)	-15%	·	·	·	-7	·	?
Cc1ccc(-n2c(/C=C/c3cc(Br)cs3)nc3ccccc3c2=O)cc1	-9%	·	·	·	-18	·	-2%

Assay outcomes from PubChem.
